# TRHR PAM = allosteric enhancers of human TRH receptor; P34981; TRHR cells, fluo-8 calcium fluorescence, EC20 TRH enhancement; enhancement, % at 2 µM; actives 0.66% (n = 360,000); AID 493056; in the data active means enhancement above about 30%; further: 0% is about no effect
#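 TRHR-expressing cells loaded with fluo-8 calcium dye were read kinetically (ex 480/em 530) during compound addition, then stimulated with an EC20 of TRH (10 nM final). Enhancement of the Gq-mediated intracellular calcium response was scored.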
# rTrxR1 inhibitor = inhibitors of rat thioredoxin reductase 1; O89049; actives 1% (n = 390,000); Potency, µM (highest dose often 114 µM), for inactives: at the top dose activity change, negative = inhibition, most hits filed as inhibitors; recombinant rTrxR1, NADPH fluorescence consumption, selenite substrate; further: potency means the concentration at half of the fitted maximal effect; on the % scale 0 is the no-effect control and ±100 the full control effect; nearly all actives have a fitted effect of over 65% in size
#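 Rat TrxR1 (90 nM in the dispensed reagent) was pre-reduced with 400 uM NADPH for 5 min at room temperature, then incubated with compound for 15 min. After 400 uM selenite was added, NADPH fluorescence (Ex 340/Em 450 nm) was followed for 8 min.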
# D2 antagonist = antagonizes the human D2 dopamine receptor; actives 2% (n = 340,000); P14416; AID 485344; inhibition, % at 10 µM; HEK293 TREx D2 cells, calcium flux, dopamine EC80; in the data active means inhibition above about 30%; further: 0% is about no effect
# Target sequence (P14416 whole entry, looked up): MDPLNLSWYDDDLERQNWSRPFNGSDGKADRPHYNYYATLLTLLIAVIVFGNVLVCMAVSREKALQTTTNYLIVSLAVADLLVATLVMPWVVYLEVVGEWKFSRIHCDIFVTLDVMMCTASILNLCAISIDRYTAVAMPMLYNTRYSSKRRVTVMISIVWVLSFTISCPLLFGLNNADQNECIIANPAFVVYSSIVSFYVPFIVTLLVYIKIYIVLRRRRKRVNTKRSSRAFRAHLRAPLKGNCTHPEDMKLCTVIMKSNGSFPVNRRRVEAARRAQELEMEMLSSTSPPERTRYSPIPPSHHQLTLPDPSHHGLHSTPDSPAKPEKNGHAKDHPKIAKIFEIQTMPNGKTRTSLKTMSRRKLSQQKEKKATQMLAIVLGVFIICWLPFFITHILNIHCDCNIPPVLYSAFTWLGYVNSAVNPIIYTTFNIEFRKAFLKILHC
#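 Dopamine at EC80 is the agonist stimulus; test compounds precede it by 180 s. Calcium flux read kinetically in a force-coupled, inducible HEK293 T-REx D2 cell line.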
# TrxR1 substrate = substrates of rat thioredoxin reductase 1 | O89049 | actives 0.01% (n = 390,000) | purified TrxR1 substrate turnover, NADPH consumption readout | Potency, µM (series often up to 114 µM), for inactives: top-dose activity change, negative = substrate turnover; further: potency means the concentration at half of the fitted maximal effect; on the % scale 0 is the no-effect control and ±100 the full control effect; nearly all actives have a fitted effect of over 50% in size
#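 Rat TrxR1, dispensed at 90 nM, was prereduced with 400 uM NADPH (final) for 5 min at ~22 deg C, then incubated with compound 15 min before 400 uM selenite. A first-read NADPH fluorescence drop versus no-compound background flagged substrates.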
# Pin1 inhibitor = inhibitors of human Pin1; Pin1 FP peptide displacement, HiFluor488, 10 min; Potency, µM (top dose mostly 115 µM), for inactives: at the top dose activity, negative = inhibition, most hits filed as inhibitors; actives 0.009% (n = 390,000); active means well fitted inhibition curve with a large enough effect in the polarisation, with a control signal flat, not every such curve was filed as active; inconclusive means small, poorly fitted or top-dose-only effect, or effect the other way, or a change in a side signal; inactive means no such curve, though single readings can be large or run the other way; the % refers to the polarisation; further: potency means the concentration at half of the fitted maximal effect; on the % scale 0 is the no-effect control and ±100 the full control effect
# Target sequence (Q13526 whole entry, looked up): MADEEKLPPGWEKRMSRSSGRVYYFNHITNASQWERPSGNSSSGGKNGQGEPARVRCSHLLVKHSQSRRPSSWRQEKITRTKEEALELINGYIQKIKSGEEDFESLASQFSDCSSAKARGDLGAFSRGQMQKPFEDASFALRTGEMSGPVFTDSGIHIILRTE
# IDH1 R132H inh = human IDH1 R132H inhibition | O75874 | IDH1-R132H enzyme, NADPH consumption, diaphorase/resazurin fluorescence | Potency, µM (series often up to 76.6 µM), for the others: at the highest dose activity change, negative = inhibition, actives largely listed as inhibitors | actives 0.093% (n = 390,000); further: potency means the concentration at half of the fitted maximal effect; on the % scale 0 is the no-effect control and ±100 the full control effect; nearly all actives have a fitted effect of over 65% in size
# Target sequence (O75874 whole entry R132H, stated change not applied): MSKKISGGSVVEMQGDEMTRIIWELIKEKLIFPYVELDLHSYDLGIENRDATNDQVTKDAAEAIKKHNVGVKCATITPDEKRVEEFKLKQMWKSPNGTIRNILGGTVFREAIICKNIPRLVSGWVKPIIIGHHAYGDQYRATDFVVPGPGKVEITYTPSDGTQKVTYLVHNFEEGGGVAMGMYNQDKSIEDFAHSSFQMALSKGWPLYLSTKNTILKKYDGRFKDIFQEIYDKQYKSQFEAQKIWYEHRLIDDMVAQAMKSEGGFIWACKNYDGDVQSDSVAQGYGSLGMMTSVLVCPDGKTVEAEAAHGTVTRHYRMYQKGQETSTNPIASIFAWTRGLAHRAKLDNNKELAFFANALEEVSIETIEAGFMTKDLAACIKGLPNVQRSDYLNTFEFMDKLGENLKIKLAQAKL
#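 IDH1-R132H (0.5 ug/mL) preincubated 30 min with compound, then NADPH (0.016 mM) and alpha-KG (2 mM) added; 80 min at RT, pH 7.5. Remaining NADPH coupled via diaphorase/resazurin to fluorescence (540/590 nm); concentration-response curves normalized to no-enzyme control.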
# USP1 inh = USP1/UAF1 (human) deubiquitinase inhibition | recombinant USP1/UAF1, Ub-Rhodamine cleavage fluorescence | Potency, µM (top dose mostly 57.1 µM), inactives show at the top dose activity change, negative = inhibition, hits mostly inhibitors | O94782 | actives 0.23% (n = 390,000); further: potency means the concentration at half of the fitted maximal effect; on the % scale 0 is the no-effect control and ±100 the full control effect; nearly all actives have a fitted effect of over 60% in size; inactives centre near -12
#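 In this screen, compounds sit with the deubiquitinase complex (1nM) for 15 min at room temperature before Ub-Rho is added at 150nM final. Fluorescence rise is then followed for 6 reads every 60 seconds.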
# TRHR agonist = agonists of human TRH receptor; actives 0.18% (n = 360,000); activation, % at 2 µM; AID 493084; TRHR cells, calcium flux fluo-8, FDSS agonist mode; P34981; in the data active means activation above about 30%; further: 0% is about no effect
#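 TRHR-expressing cells loaded with fluo-8 calcium dye; 23 nL library compound pin-transferred, kinetic FDSS fluorescence (Ex 480/Em 530) recorded about 180 s for agonist-induced calcium release, before a 10 nM TRH EC20 addition for potentiator mode.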
# D2 ag = activates the human D2 dopamine receptor; activation, % at 2 µM; HEK293 T-REx D2 cells, calcium flux agonist mode; actives 0.53% (n = 340,000);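 active means activation over 3 SD above normal in the single-dose calcium agonist read, cut at about 30% in these data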; further: 0% is about no effect
#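 Tetracycline-induced HEK293 Trex cells with D2 receptor force-coupled to calcium signaling, plated overnight at 30 C and loaded with no-wash calcium dye. Calcium flux read kinetically for 180 s after compound addition; responses flag agonists.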
# Numbers without * were called inactive; ? = inconclusive; . = not tested or not shown; & = joins results of further samples; [ ] = dose if it differs, or a comment. Unless noted, the call rests on the fitted dose curve; in most records, active means well fitted inhibition curve with a large enough effect; inconclusive means small, poorly fitted or top-dose-only effect; inactive means no such curve, though single readings can be large or run the other way. The list is partial. The share of hits here may be higher or lower than overall.
no.	mol	Pin1 inhibitor	TRHR PAM	USP1 inh	TRHR agonist	D2 antagonist	IDH1 R132H inh	TrxR1 substrate	D2 ag	rTrxR1 inhibitor
1	CCOC(=O)C(C)Sc1ncc(OC)c(=O)[nH]1 (configuration not stated)	-6%	10	-8%	-0.1	-42	4%	3%[57.1 µM]	0.0	-8%[57.1 µM]
2	CN(CC(=O)Nc1ccccc1C(=O)Nc1ccccc1)C1CCCCC1	0%	.	-16%	.	.	-6%	0%	.	13%
3	CC(C)OC(=O)CCCN1C(=O)c2ccc(N)cc2C1=O	?	8	-11%	0.4	5	10%	-9%	0.2	8%[57.1 µM]
4	CC(C)C(OC(=O)c1nsc(Cl)c1Cl)C(=O)NC1CCCCC1 (configuration not stated)	-8%	-4	-21%	-0.6	13	-4%	6%	-0.6	22%
5	COc1cccc(CNC(=O)C2=Cc3cccc(OC)c3OC2)c1	0%	-3	-25%	-1.0	11	-3%	-2%[57.1 µM]	-0.7	-5%[57.1 µM]
6	N=c1n(Cc2ccccc2Cl)c2ccccc2n1CC(O)c1ccco1 (configuration not stated)	?	-5	-16%	0.6	1	9%	-9%	0.2	-5%[57.1 µM]
7	Cc1ccc(F)cc1CNC(=O)C1CCC(=O)N(CC2CCCCC2)C1 (configuration not stated)	-4%	5	-8%	-0.4	10	-8%	-7%	-0.3	-2%
8	O=C(Nc1cccc(F)c1)c1ccc(-c2ccccc2)s1	8%	-3	15%	1.3	.	-1%	6%	0.3	10%
9	COc1ccccc1NC(=O)N1CCC(C(=O)c2ccc(Cl)cc2)CC1	-3%	-3	-9%	-1.7	4	-6%	6%[57.1 µM]	0.1	16%[57.1 µM]
10	CCOc1ccc(NC(=O)N2CCN(S(C)(=O)=O)CC2)cc1	-5%	13	-8%	1.5	-9	2%	15%[57.1 µM]	1.1	33%[57.1 µM]
11	COC(=O)c1ccc(Cn2c(=O)cc(C(F)(F)F)c3c(C)nn(C)c32)cc1	-3%	4	-12%	0.8	.	-6%	6%[57.1 µM]	-1.4	28%[57.1 µM]
12	O=C(c1cccc(NC2=NC3CS(=O)(=O)CC3S2)c1)N1CCN(c2ncccn2)CC1 (configuration not stated)	-2%	-5	-21%	0.1	.	18%	3%[57.1 µM]	.	18%[57.1 µM]
13	CC1=NOC2(C1)N(C)c1ccccc1C2(C)C (configuration not stated)	-2%	10	-4%	-0.2	1	6%	6%	0.5	8%
14	O=S(=O)(NCCCCNS(=O)(=O)c1ccc(F)cc1)c1ccc(F)cc1	-9%	.	-6%	.	.	3%	1%[57.1 µM]	.	15%[57.1 µM]
15	CC(C)c1ccc(NC(=O)CCNC(=O)Cn2cnc3ccccc3c2=O)cc1	4%	-3	-7%	1.3	2	7%	10%[57.1 µM]	0.6	14%

# Entries of single compounds, quoted from the list. Screens in order: Pin1 inhibitor | TRHR PAM | USP1 inh | TRHR agonist | D2 antagonist | IDH1 R132H inh | TrxR1 substrate | D2 ag | rTrxR1 inhibitor
# CCOc1ccc(NC(=O)N2CCN(S(C)(=O)=O)CC2)cc1 reads -5% | 13 | -8% | 1.5 | -9 | 2% | 15%[57.1 µM] | 1.1 | 33%[57.1 µM]
# CN(CC(=O)Nc1ccccc1C(=O)Nc1ccccc1)C1CCCCC1 reads 0% | . | -16% | . | . | -6% | 0% | . | 13%
# COc1cccc(CNC(=O)C2=Cc3cccc(OC)c3OC2)c1 reads 0% | -3 | -25% | -1.0 | 11 | -3% | -2%[57.1 µM] | -0.7 | -5%[57.1 µM]
# COc1ccccc1NC(=O)N1CCC(C(=O)c2ccc(Cl)cc2)CC1 reads -3% | -3 | -9% | -1.7 | 4 | -6% | 6%[57.1 µM] | 0.1 | 16%[57.1 µM]
# CC(C)c1ccc(NC(=O)CCNC(=O)Cn2cnc3ccccc3c2=O)cc1 reads 4% | -3 | -7% | 1.3 | 2 | 7% | 10%[57.1 µM] | 0.6 | 14%

# Later entries.
no.	mol	Pin1 inhibitor	TRHR PAM	USP1 inh	TRHR agonist	D2 antagonist	IDH1 R132H inh	TrxR1 substrate	D2 ag	rTrxR1 inhibitor
16	O=C(OCc1cc(Cl)ccc1OC(F)F)c1cccnc1	?	0	-26%	0.0	2	22%	3%	-1.0	19%
17	CCOc1cccc(C(=O)Nc2cccnc2)c1	-2%	-3	-14%	0.2	-10	4%	-4%	-0.6	-2%
18	CCOc1ccc(CCN2C(=S)N([C@@H](CC(C)C)CN3CCCC3CN3C(=S)NC[C@@H]3Cc3ccc(O)cc3)C[C@@H]2CC(C)C)cc1 (some centres not stated)	5%	.	-24%	.	.	4%	2%	.	36%
19	COc1ccc(OC)c(C2C(C(C)=O)=C(O)C(=O)N2CCC(=O)O)c1 (configuration not stated)	-19%	0	-12%	-0.3	24	-12%	-3%	-1.2	-10%
20	COc1ccccc1CNS(=O)(=O)c1ccc(-c2cc(C)no2)cc1	-5%	-4	-10%	0.0	-19	8%	3%	-1.3	-19%
21	O=C(Cn1cccc1C(=O)c1ccccc1)NCc1ccc(F)cc1	1%&1%	9&-1	-19%&-2%	-0.5&-0.7	3	0%	1%&-2%	-0.6&-0.3	11%&8%
22	CC1Cc2ccccc2N1C(=O)CSc1nc(N)cc(=O)[nH]1 (configuration not stated)	.	12	.	1.1	0	.	.	1.0	.
23	O=C(CN1C(=O)c2ccccc2S1(=O)=O)c1ccc2c(c1)OCCO2	45%[activator]	1	-4%	-0.1	1	8%	0%	-1.2	16%
24	COc1ccc(-c2nnn(CC(=O)N3CCOCC3)n2)cc1	-6%	-2	-5%	0.5	16	7%	10%	-0.3	11%
25	Cc1oc(-c2ccccc2)cc1C(=O)Nc1cccc2ccccc12	21%	2	-16%	-0.3	-11	8%	1%	-1.4	?
26	c1csc(-c2cnc3n2CCCC3)c1	-2%	0	-15%	0.0	0	8%	0%	0.4	23%
27	Cc1ccc(N2C(=O)CC(N3CCN(C)CC3)C2=O)cc1 (configuration not stated)	.	-4	.	-0.9	13	.	.	0.1	.
28	CC(=O)N1CCc2cc(S(=O)(=O)NC(Cc3ccccc3)C(=O)NCc3ccccc3)ccc21 (configuration not stated)	0%	-10	-17%	0.4	.	9%	7%	-0.1	13%
29	Cc1nn(CCCC(=O)N2CCN(c3ccc(F)cc3)CC2)c(C)c1[N+](=O)[O-]	-3%	-3	4%	0.5	-1	17%	-6%	-0.2	-3%
30	O=S(=O)(c1ccc(Cl)cc1)N1CCCCCC1	5%	-1	0%	-0.1	-6	6%	1%	-2.3	10%

# Entries above with a thiophene ring, fused or not (two):
no.	mol	Pin1 inhibitor	TRHR PAM	USP1 inh	TRHR agonist	D2 antagonist	IDH1 R132H inh	TrxR1 substrate	D2 ag	rTrxR1 inhibitor
8	O=C(Nc1cccc(F)c1)c1ccc(-c2ccccc2)s1	8%	-3	15%	1.3	.	-1%	6%	0.3	10%
26	c1csc(-c2cnc3n2CCCC3)c1	-2%	0	-15%	0.0	0	8%	0%	0.4	23%

# Remaining list, next part.
no.	mol	Pin1 inhibitor	TRHR PAM	USP1 inh	TRHR agonist	D2 antagonist	IDH1 R132H inh	TrxR1 substrate	D2 ag	rTrxR1 inhibitor
31	O=C(Nc1ccccc1)NC1CCS(=O)(=O)C1 (configuration not stated)	0%	2	-14%	-0.2	-2	-6%	-1%	0.3	-4%
32	COc1ccc(-c2cc3onc(-c4c(Cl)cccc4Cl)c3c(=O)n2C)cc1	6%	0	4%	0.2	11	-2%	-3%	-0.7	7%
33	O=[N+]([O-])c1ccc(Cl)c2cccnc12	0%	12	-2%	-0.1	3	0%	-8%	-0.3	3%
34	CCCCc1n[nH]c(=S)n1Cc1ccc(C)cc1	0%	1	0%	-0.5	8	11%	7%[57.1 µM]	-1.0	-6%[57.1 µM]
35	CC(NC(=O)C(=O)NCC1CCCO1)c1ccccc1 (configuration not stated)	-12%	3	-7%	0.3	-27	5%	-9%	0.0	17%[57.1 µM]
36	COc1ccc(N2CCN(CC(=O)N3N=CCC3c3ccccc3)CC2)cc1 (configuration not stated)	-6%	4	-11%	1.1	13	9%	4%[57.1 µM]	0.1	4%[57.1 µM]
37	CCN1CCc2c(sc(NC(=O)c3cc4ccccc4cc3OC)c2C(N)=O)C1	?	8	?	2.9	-6	2%	-1%	21	-17%
38	COC(=O)c1cc(Br)c(=O)n(-c2cccc(F)c2)c1	-1%	-1	-19%	-0.8	17	5%	4%	-0.8	9%
39	Cc1c(C(=O)OC(C)C)nnn1-c1nonc1N	6%	1	-2%	0.5	-18	4%	4%	0.1	10%
40	Nn1c(SCC(=O)NC2CCS(=O)(=O)C2)nc2scc(-c3ccccc3)c2c1=O (configuration not stated)	-9%	-5	0%	-0.4	-21	-4%	-6%	-0.2	2%
41	Cc1ccc(C(=O)Nc2cc(C)nn2CCC#N)cc1	-7%	0	-1%	0.6	7	3%	2%	-2.9	21%
42	CCc1ccccc1N(C)C(=O)c1cn(CC(C)C)c(=O)c2cc(OC)c(OC)cc12	1%	-4	-22%	0.3	.	12%	-4%[2.29 µM]	-0.6	1%
43	CC(=O)c1cccc(NC(=O)c2ccc(Cl)c(S(=O)(=O)N3CCOCC3)c2)c1	?	7	?	-0.7	.	-13%	2%	0.0	3%
44	Cc1nn(-c2ccccc2)cc1/C=N/NC(N)=S	0%	0	-14%	0.3	1	4%	-5%[57.1 µM]	0.0	4%[57.1 µM]
45	COc1ccccc1NC(=O)COC(=O)c1ccccc1SCC(=O)N1CCCC1	3%	3	0%	1.7	-5	8%	31%[activator]	1.2	19%

# Screening results: PubChem, National Center for Advancing Translational Sciences (NCATS)
